Screens: PubChem, National Center for Advancing Translational Sciences (NCATS)
PTAP TSG101 blk = blocks PTAP/TSG101 interaction to inhibit HIV-1 budding | 340,000 tested, under 10 active | Potency, µM (titrated, usually from 115 µM), inactives show top-dose activity change, negative = inhibition, usual class: inhibitors | Fluorescence polarization, FITC-PTAP peptide / Tsg101 binding | AID 493005; active = well fitted inhibition curve with a large enough effect in the main read-out, with a control signal flat, not every such curve was filed as active; inconclusive = small, poorly fitted or top-dose-only effect, or effect the other way, or a change in a side signal; inactive = no such curve, though single readings can be large or run the other way; also: potency is read from the fitted curve at half-maximal effect; % of control where 0% means no effect
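Tsg101 binding domain (10 uM final) was mixed with compound and a FITC-labeled PTAP peptide (50 nM final) in HEPES pH 7.5 buffer with NaCl, Tween 20, EDTA and TCEP; fluorescence polarization was read after 20 min at r.t.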
Tb PFK inh = blocks T. brucei phosphofructokinase | O15648 | T. brucei PFK, ADP-Glo luminescence | Potency, µM (titrated, usually from 57.5 µM), without a hit: top-dose activity, negative = inhibition, actives largely listed as inhibitors | 0.17% of 330,000 active;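 also: potency is read from the fitted curve at half-maximal effect; 0% = uninhibited 1x PFK enzyme wells and -100% = no-enzyme wells; nearly all actives have a fitted effect of over 60% in size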
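PFK 1.25 nM, F6P 0.5 mM, ATP 0.1 mM, 0.1 M TEA pH 8.0, 5 mM MgCl2, 0.01% Tween20, 0.1% BSA; 45 min RT. ADP-Glo readout. qHTS titration up to 57 uM; curves fitted, compounds curve-classed.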
USP2a inh = blocks human ubiquitin-specific protease USP2a | O75604 | USP2 core, Ub-CHOP2 coupled fluorogenic reporter, 485/531 | Potency, µM (doses to about 38.3 µM), without a hit: top-dose activity change, negative = inhibition, usual class: inhibitors | 0.01% of 330,000 active;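 also: potency is read from the fitted curve at half-maximal effect; plate controls were DMSO wells for no effect and full inhibition by NEM control for full effect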
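Deubiquitinase activity read as fluorescence (485/531 nm) after Ub-CHOP2 cleavage activates the enterokinase reporter on its substrate; USP2 core 10nM, Ub-CHOP2 and substrate 25nM each, 30min compound preincubation then 60min RT; data normalized to NEM, curves fitted.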
TCR activator = T cell receptor activation | primary human leukocytes, anti-CD3, IL-2 HTRF, 48 h | 330,000 tested, under 10 active | Potency, µM (highest dose often 9.22 µM), for inactives: top-dose activation of IL-2 secretion, most hits filed as activators | AID 504894; also: % of control where 0% means no effect
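Compounds are tested in HTS on primary human leukocytes co-incubated with a-CD3 beads for 48 hr. IL-2 output is measured by time-resolved FRET.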
uPA generation = inhibitors of cell surface uPA generation; cell surface uPA generation assay, qHTS; Potency, µM (series often up to 38.3 µM), without a hit: at the highest dose activity change, negative = inhibition, usual class: inhibitors; 0.31% of 330,000 active; AID 540303; active = well fitted inhibition curve with a large enough effect; inconclusive = small, poorly fitted or top-dose-only effect; inactive = no such curve, though single readings can be large or run the other way; tested in mouse RAW 264.7 cells; also: potency is read from the fitted curve at half-maximal effect; % is scaled to controls: 0 for no effect and ±100 for the full control effect; nearly all actives have a fitted effect of over 55% in size
ELG1 DNA repair = blocks ELG1-dependent DNA repair in HEK293T cells. HEK293T ELG1-luciferase reporter, luminescence, 16 h; DNA damage induced by 5-fluorouridine. Potency, µM (top dose mostly 46.1 µM), inactives show at the top dose activity change, negative = inhibition, actives largely listed as inhibitors. 2.3% of 330,000 active. AID 504467; also: potency is read from the fitted curve at half-maximal effect; % is scaled to controls: 0 for no effect and ±100 for the full control effect; nearly all actives have a fitted effect of over 55% in size
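Luminescence from the luciferase reporter, measured 30 min after ONE-Glo reagent at room temperature, was the read-out. Beforehand, 2,000 cells per well were exposed for 16 hr at 37 °C to 5-fluorouridine together with compound or vehicle.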
B2AR arrestin = agonists driving beta-arrestin recruitment to human beta2-adrenergic receptor. P07550. beta-arrestin recruitment to beta2AR, cell-based reporter. Potency, µM (top dose mostly 46.1 µM), for inactives: at the highest dose activation, actives largely listed as activators. 0.02% of 330,000 active. AID 492947;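 also: potency is read from the fitted curve at half-maximal effect; 0% = DMSO controls and full agonism = EC100 isoproterenol or metaproterenol; nearly all actives have a fitted effect of over 65% in size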
Target sequence (P07550 whole entry, looked up): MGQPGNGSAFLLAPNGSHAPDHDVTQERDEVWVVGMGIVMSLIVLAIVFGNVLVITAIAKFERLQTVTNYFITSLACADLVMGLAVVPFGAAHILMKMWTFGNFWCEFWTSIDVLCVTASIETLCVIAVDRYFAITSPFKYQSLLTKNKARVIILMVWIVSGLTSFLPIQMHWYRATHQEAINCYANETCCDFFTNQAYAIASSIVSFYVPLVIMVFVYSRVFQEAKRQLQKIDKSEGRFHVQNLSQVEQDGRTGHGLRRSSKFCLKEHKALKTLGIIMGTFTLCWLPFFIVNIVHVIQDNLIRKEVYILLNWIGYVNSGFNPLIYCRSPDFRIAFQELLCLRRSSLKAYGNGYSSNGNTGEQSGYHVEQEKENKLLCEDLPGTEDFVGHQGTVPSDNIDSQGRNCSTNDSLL
BCR signal inh = chronic active BCR signaling inhibition | ABC-DLBCL IkBa-CBG/CBR reporter, luminescence ratio, 4 h | Potency, µM (highest dose often 46.1 µM), for the others: at the top dose ratio change, negative = lower green/red ratio, most hits filed as inhibitors | 0.05% of 340,000 active | AID 493014; active = well fitted inhibition curve with a large enough effect in the signal ratio, with a control signal flat, not every such curve was filed as active; inconclusive = small, poorly fitted or top-dose-only effect, or effect the other way, or a change in a side signal; the % refers to the signal ratio;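 also: potency is read from the fitted curve at half-maximal effect; plate controls were basal doxycycline-induced cells for no effect and cells given 10 µM MG132 for full effect; MG132 reads +100%, hits lower the ratio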
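Concentration-response series (up to 46 uM) were applied to TMD8 dual-reporter cells for 4 h at 37C with doxycycline. Green/red ratio, after filter-overlap correction, defined %Activity; red signal alone was normalised to basal cells and zero luminescence.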
Mito fusion yeast = mitochondrial division inhibition or fusion activation; S. cerevisiae fusion-defective mutant growth rescue, CellTiterGlo 48 h; Potency, µM (series often up to 46.1 µM), for inactives: at the highest dose growth rescue (activation), most hits filed as activators; 0.23% of 320,000 active;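 also: potency is read from the fitted curve at half-maximal effect; % of control where 0% means no effect; nearly all actives have a fitted effect of over 45% in size; temperature-sensitive fusion mutants such as fzo1-1 at 37 °C on non-fermentable ethanol glycerol medium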
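Read-out: ATP-based luminescence (CellTiterGlo, 10 min ambient) reporting growth of fusion-defective ts yeast after 48 hours at 37C on glycerol/ethanol YPEG medium in the presence of compound.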
Eya2 inh = blocks the phosphatase activity of human Eya2 | 0.006% of 330,000 active | recombinant Eya2, OMFP fluorescence dephosphorylation (OMFP is methylfluorescein phosphate) | Potency, µM (titrated, usually from 76.9 µM), for the others: at the highest dose activity, negative = inhibition, actives largely listed as inhibitors; also: potency is read from the fitted curve at half-maximal effect; % is scaled to controls: 0 for no effect and ±100 for the full control effect
Target sequence (O00167 whole entry, looked up): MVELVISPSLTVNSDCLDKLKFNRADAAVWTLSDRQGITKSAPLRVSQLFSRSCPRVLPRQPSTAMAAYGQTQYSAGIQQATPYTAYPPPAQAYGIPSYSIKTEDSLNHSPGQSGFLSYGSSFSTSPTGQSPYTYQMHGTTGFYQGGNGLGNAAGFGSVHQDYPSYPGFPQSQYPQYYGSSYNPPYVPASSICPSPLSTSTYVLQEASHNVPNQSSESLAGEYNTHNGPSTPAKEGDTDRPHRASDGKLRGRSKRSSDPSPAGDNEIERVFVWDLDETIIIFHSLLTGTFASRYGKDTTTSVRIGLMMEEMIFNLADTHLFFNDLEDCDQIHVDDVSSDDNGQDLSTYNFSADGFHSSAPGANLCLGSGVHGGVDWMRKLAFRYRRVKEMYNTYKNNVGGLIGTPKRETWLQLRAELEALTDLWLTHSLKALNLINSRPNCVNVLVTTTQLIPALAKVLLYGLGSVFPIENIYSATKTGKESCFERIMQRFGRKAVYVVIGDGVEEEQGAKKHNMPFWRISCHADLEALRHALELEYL
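Eya2 (0.2 uM) preincubated 10 min at ambient with compound, then OMFP substrate added at 50 uM; 10 min reaction in 50 mM HEPES pH 7.5, 50 mM NaCl, 5 uM MgCl2, 0.05% BSA, 1 mM DTT. Fluorescence read at Ex 485/Em 525 nm.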
TSHR antagonist = antagonists of human thyroid stimulating hormone receptor | TSHR-expressing cells, TSH-stimulated cAMP HTRF, 2 h; stronger effect = lower value | activity change, negative = inhibition, % at 11.5 µM | P16473 | 0.2% of 330,000 active;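 active = activity change below a set negative limit, meaning inhibition stronger than a set level, cut at about -70% in these data; inconclusive = activity change between two set negative limits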; also: % is scaled to controls: 0 for no effect and ±100 for the full control effect
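Competitive HTRF cAMP read-out (cryptate anti-cAMP antibody, cAMP-d2; 30 min, room temperature) in freshly harvested TSHR cells. Compounds added before TSH at EC80 (4nM final), followed by 2 hours' incubation at 37 deg C.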
* marks the source's active call; other numbers are inactive results; ? = inconclusive; / = not tested or not shown; & = joins results of further samples; [ ] = remark or other dose. Unless noted, calls follow the shape of the dose curve; as a rule, active = well fitted curve in the direction sought with a large enough effect; inconclusive = small, poorly fitted or top-dose-only effect, or another doubt; inactive = no such curve, though single readings can be large; an effect the other way counts as inactive or inconclusive. Random draw from the library; about 3% have a hit in one of these screens.

compound,PTAP TSG101 blk,Tb PFK inh,USP2a inh,TCR activator,uPA generation,ELG1 DNA repair,B2AR arrestin,BCR signal inh,Mito fusion yeast,Eya2 inh,TSHR antagonist
O=C(NCCc1c[nH]c2ccccc12)c1cc(S(=O)(=O)N2CCCCC2)ccc1N1CCOCC1,-6%,-1%,-8%,-2%,-1%,?,0.0%,-3%,2%,2%,-7
CN(CC(=O)Nc1cccnc1)S(=O)(=O)c1ccccc1,-5%,1%,7%,1%,/,-5%,0.0%,-2%,0%,15%,10
Fc1ccc(C2CC(c3ccco3)=Nc3ccccc3S2)cc1 (configuration not stated),-2%,?,1%,3%,?,?,-0.1%,?,21%,-7%,25
CCN(Cc1ccccc1)c1ccc(/C=N/NC(=S)NC(C)C)cc1,-7%,5%,2%,-5%[46.1 µM],-1%,-25%,0.1%,?,-14%,-17%,-1
Cc1ccc([N+](=O)[O-])cc1NC(=S)NC(=O)c1c(Cl)cnn1C,-4%,-7%,1%,-2%,8%,0%,0.2%,0%,1%,15%,4
C=CCOC(=O)C1=C(C)OC(N)=C(C#N)C1c1ccoc1 (configuration not stated),2%,12%,4%,-9%,/,2%,-0.4%,-1%,-5%,1%,0
Nc1ccc(/C=C/C(=O)c2cccs2)cc1,29%,1%,1%,-2%,-6%,?,-1.2%,?,6%,-1%,-11
CSCCNC(=O)c1ccc(C(C)(C)C)cc1,-3%,0%,-1%,0%,-8%,?,0.2%,?,11%,-10%,-2
CCn1c(=NC(=O)c2cccc(N3C(=O)CCC3=O)c2)sc2c(OC)ccc(OC)c21,-5%,3%,2%,-8%,-3%,6%,-0.9%,?,-1%,-6%,16
Cc1c(C)n(Cc2ccc(F)cc2)c2ccc(C(=O)NCCCN3CCOCC3)cc12,-2%,-6%,0%,-10%,-3%,-16%,0.1%,19%,-6%,-5%,0
Cc1cc(C)nc(SCC(=O)c2c(N)n(C)c(=O)n(C)c2=O)n1,1%,1%,-2%,1%,/,1%,-0.9%,2%,-4%,-8%,-2
O=C(NCCCO)c1nnc(Cc2c(F)cccc2Cl)o1,-2%,-4%,0%,-1%,/,7%,0.0%,-21%,1%,-18%,10
OC(COCC(F)(F)C(F)(F)C(F)(F)C(F)F)Cn1c2ccc(Cl)cc2c2cc(Cl)ccc21 (configuration not stated),-1%,-6%,-4%,4%[46.1 µM],-12%,-28%,-0.9%,?,-22%,-12%,1
CC[n+]1c(C)sc2c(C)cc(C)cc21,-4%,5%,0%,-2%,-3%,7%,-0.2%,-7%,9%,4%,1
Cn1c(Cc2ccccc2)n[nH]c1=S,-2%,4%,0%,0%[46.1 µM],-6%,-3%,-2.1%,0%,-2%,-6%,22
COc1ccc(Nc2cc(C(=O)NCCCN3CCOCC3)c3ccccc3n2)c(OC)c1,-6%,-1%,2%,5%,1%,-21%,-0.5%,-1%,0%,-37%,9
O=C1CCCC2=C1C(c1ccsc1)CC(=O)N2c1nnc(SCc2ccccc2)s1 (configuration not stated),-3%,2%,1%,5%,0%,-2%,0.0%,12%,9%,-1%,-43
Oc1ccc(Nc2nc(-c3ccccc3O)nc3ccccc23)cc1,-5%,10%,-14%,2%,-22%,?,-0.2%,?,29%,-7%,-13
CCOC(=O)c1ccc(Nc2cc(C)nc(N3CCOCC3)n2)cc1,-3%,3%,1%,1%,5%,?,-0.2%,-5%,-5%,-24%,-1
Fc1ccccc1C1c2[nH]c3ccccc3c2CCN1CCCn1cccn1 (configuration not stated),-4%,4%,1%,/,6%,1%,0.8%,4%,6%,-2%,-15
COc1cc(C(=O)N2CCN(c3ccccc3O)CC2)ccc1OCC(=O)N1CCOCC1,-4%,-15%,0%,-6%,9%,?,0.0%,-5%,1%,-2%,-4
CCOC(=O)CSc1nc2ccccc2c(=O)n1CCCCCC(=O)NCc1ccco1,-5%,3%,-2%,1%,-4%,-23%,0.5%,1%,2%,0%,-18
O=C1CC(c2ccc3c(c2)OCCO3)Oc2ccc([N+](=O)[O-])cc21 (configuration not stated),-5%,4%,-2%,4%,10µM*,?,-0.3%,?,6%,5%,-16
Cc1ccc(C2CC(=O)NC(SCc3ccccc3)=C2C#N)cc1 (configuration not stated),-7%,4%,-1%,4%[46.1 µM],-1%,-9%,-0.2%,12%,26%,-5%,11
CN(C(=O)c1cc(COc2c(F)cccc2F)on1)C1CCOC1 (configuration not stated),-4%,-5%,1%,-3%,-2%,?,0.2%,2%,3%,4%,1
COC(=O)c1cc2ccc(OC)c(OC)c2c(=O)s1,-6%,-3%,3%,-2%,-4%,-1%,0.1%,3%,-8%,-3%,-4
Cc1ccc(S(=O)(=O)N2CCC[C@H]2C(=O)OCC(=O)N2CCc3ccccc32)cc1,-7%,2%,1%,2%,0%,6%,3.1%,7%,/,0%,-13
CCN(CC)c1ccc(/C=N/Nc2nc(C)cc(C)n2)cc1,-1%,2%,3%,6%,-8%,?,?,-10%,-1%,12%,-14
CCOC(=O)N1CCN(CCC(=O)Nc2ccccc2OC)CC1,-3%,-1%,0%,-10%[46.1 µM],-1%,-3%,-0.4%,4%,1%,-5%,-4
CC(CNC(=O)Cn1cnc2c(OCc3ccccc3)ncnc21)c1ccccc1 (configuration not stated),0%,-3%,1%,-16%,7%,-6%,-0.8%,-1%,/,-26%,-6
O=C(NCCCN1CCOCC1)c1ccc(CS(=O)(=O)Cc2ccc(Cl)cc2)o1,-8%,-4%,4%,-3%,/,4%,8.0%,1%,-3%,-9%,0
Cc1ccc(N2CC(C(=O)Nc3c4c(nn3C(C)(C)C)CS(=O)(=O)C4)CC2=O)cc1C (configuration not stated),-1%,-5%,-1%,-2%,2%,3%,-1.0%,0%,-1%,-8%,14
CC(=O)c1cccc(OCC(=O)c2cc(C)n(-c3cc(C)on3)c2C)c1,-5%,0%,-4%,0%,-3%,?,0.2%,-5%,4%,-23%,-10
N#C/C(=C(/O)COC(=O)c1ccc(C#N)cc1)c1nc2ccccc2s1,-5%,0%,0%,0%[46.1 µM],-10%,18%,0.3%,?,-1%,3%,-43
CN(C)C=NC(=O)c1cc(C(=O)c2ccc(F)cc2)c[nH]1,-1%,0%,1%,10%,/,-9%,0.2%,-3%,-1%,0%,-10
O=C(NCc1nc2ccccc2[nH]1)C1=C[C@@H](C2CCCCC2)C[C@@H](OCc2ccc(CO)cc2)O1,-4%,-3%,-7%,-5%,?,?,-0.6%,/,-2%,?,32
O=C(N/N=C/c1cc(O)ccc1Br)c1cccnc1,-1%,3%,3%,-2%,10µM*,?,0.5%,?,-1%,-6%,5
CCOC(=O)N1CCN(CCC(=O)Nc2cccc(Br)c2)CC1,-4%&-1%,-2%&0%,-1%&-4%,0%&-3%,6%,-11%&-22%,-2.4%&0.0%,4%&-12%,-5%&-2%,24%&14%,6&10
COc1cc(/C=N/N2CCOCC2)ccc1OCc1ccccc1,1%,-7%,2%,6%,-4%,7%,0.1%,-9%,6%,20%,3
CCN1CCc2nc(NC(=O)c3cc(F)c(F)cc3Cl)sc2C1,-3%,-4%,4%,-1%,1%,?,-0.2%,-1%,4%,-18%,-1
O=C(CCCC(=O)N(CC(=O)NC1CCCCC1)c1cccc(F)c1)Nc1ccccn1,-2%,0%,6%,-8%,2%,-4%,0.1%,1%,-8%,-1%,-5
CCc1ccc(N=c2c([N+](=O)[O-])nn(-c3ccc4c(c3)OCCO4)n2O)cc1,-1%,6%,0%,3%,1%,?,-0.2%,-4%,-3%,3%,-17
COc1ccc2c(c1)cc1n2CCN=C1NN,1%,3%,-3%,/,-1%,?,-0.4%,?,-1%,-3%,9
O=S(=O)(c1ccc(N2CCC(c3ccc(Cl)cc3)=N2)cc1)N(CCO)CCO,-7%,-13%,-2%,-6%,-1%,?,-0.2%,?,-10%,12%,22
